AddAB inh: less growth of phage-infected E. coli with AddAB | E. coli expressing H. pylori AddAB, absorbance growth | inhibition, % at 11.9 µM | 0.29% of 330,000 active; in the data active = inhibition above about 12%;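 also: 0% = vehicle wells of infected cells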
Wnt act: activators of Wnt/beta-catenin signaling; Wnt/beta-catenin reporter cell assay, activator, plate reader; activation, % at 9.35 µM; 1.2% of 300,000 active; in the data active = activation above about 30%, passing the limit was not always enough; inconclusive = no clear call, values can overlap the other calls;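 also: 0% = neutral control wells and 100% = positive control wells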
DAGLB inh: diacylglycerol lipase beta (human) inhibition | Q8NCG7 | HEK293T DAGLB membrane lysate, EnzChek fluorogenic substrate | inhibition, % at 5.17 µM | 0.059% of 340,000 active; in the data active = inhibition above about 34%;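 also: 0% = enzyme with vehicle and 100% = wells lacking enzyme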
Target sequence (Q8NCG7 whole entry, looked up): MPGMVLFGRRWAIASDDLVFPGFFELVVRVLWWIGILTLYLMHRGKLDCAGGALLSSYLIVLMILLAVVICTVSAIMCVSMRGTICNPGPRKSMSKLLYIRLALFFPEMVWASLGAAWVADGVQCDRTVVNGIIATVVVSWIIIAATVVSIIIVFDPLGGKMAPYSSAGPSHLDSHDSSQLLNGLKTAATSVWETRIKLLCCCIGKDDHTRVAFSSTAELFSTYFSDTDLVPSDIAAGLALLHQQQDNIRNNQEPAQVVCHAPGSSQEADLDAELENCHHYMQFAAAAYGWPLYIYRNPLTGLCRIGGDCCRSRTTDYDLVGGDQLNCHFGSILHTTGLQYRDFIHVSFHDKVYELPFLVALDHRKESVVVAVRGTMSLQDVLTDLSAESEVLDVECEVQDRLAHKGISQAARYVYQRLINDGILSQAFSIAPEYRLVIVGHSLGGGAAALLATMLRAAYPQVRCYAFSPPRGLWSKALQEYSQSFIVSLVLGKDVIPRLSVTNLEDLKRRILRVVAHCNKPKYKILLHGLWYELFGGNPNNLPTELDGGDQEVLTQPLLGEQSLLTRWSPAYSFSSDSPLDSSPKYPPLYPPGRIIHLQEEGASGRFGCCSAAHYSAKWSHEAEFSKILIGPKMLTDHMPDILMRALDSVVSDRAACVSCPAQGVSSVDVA
phage Ecoli inh: E. coli growth loss with phage present; growth absorbance; inhibition, % at 11.9 µM; 0.26% of 360,000 active; AID 651602; in the data active = inhibition above about 11%
E coli growth: counter-screen for AddAB inhibitors: E. coli growth inhibition. E. coli V3065 growth, OD600 absorbance, 18 h. inhibition, % at 11.9 µM. 0.27% of 330,000 active. AID 449728;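 active = inhibition above the campaign's mean inhibition across all tested compounds plus 3 SD, cut at about 9.9% in these data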;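 also: uninfected addAB+ strain grown without phage in ampicillin broth; 0% = DMSO wells and 100% = ciprofloxacin 0.95 µg/ml wells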
Rtt109 HAT inh: C. albicans Rtt109 histone acetyltransferase inhibition | Q5AAJ8 | purified Rtt109/Vps75, ThioGlo CoA-SH fluorescence, 4 h | inhibition, % at 34.9 µM | 0.16% of 330,000 active | AID 540336;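 active = inhibition of at least 50% in every replicate; inconclusive = best replicate reaches 50% inhibition but some replicates fall short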
Target sequence (Q5AAJ8 whole entry, looked up): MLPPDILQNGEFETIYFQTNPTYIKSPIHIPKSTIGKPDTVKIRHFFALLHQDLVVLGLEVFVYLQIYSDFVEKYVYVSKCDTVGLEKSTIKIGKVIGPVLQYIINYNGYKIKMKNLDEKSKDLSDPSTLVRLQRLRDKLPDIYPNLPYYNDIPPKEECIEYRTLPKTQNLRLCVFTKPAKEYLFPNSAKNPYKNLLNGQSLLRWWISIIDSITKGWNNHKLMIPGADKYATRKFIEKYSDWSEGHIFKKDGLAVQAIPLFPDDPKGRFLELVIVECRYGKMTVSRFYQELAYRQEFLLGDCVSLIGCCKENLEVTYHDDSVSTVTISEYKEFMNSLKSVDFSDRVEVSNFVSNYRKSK
PfHsp90 yeast 2: inhibits growth of yeast expressing Plasmodium falciparum Hsp90; 0.32% of 310,000 active; inhibition, % at 9.4 µM; S. cerevisiae expressing PfHsp90, BacTiter-Glo ATP, 48 h; yeast lacking PDR1 and PDR3 efflux regulators;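 active = every replicate shows inhibition above about 80%, whatever the replicate mean, limit read from the data; inconclusive = mean inhibition reaches the set limit but some replicate falls short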;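 also: 0% = DMSO neutral controls and 100% = 20 µM radicicol positive controls; yeast relying on Plasmodium falciparum Hsp90 in place of its own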
Tat transport: inhibitors of E. coli Tat protein transport; 0.036% of 340,000 active; E. coli MC4100 TorA-mCherry Tat export, fluorescence; AID 488895; inhibition, % at 10 µM;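 active = mean replicate inhibition at least 50% and at least half of replicates individually reaching 50%; inconclusive = only one of the two criteria met; inactive = neither criterion met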;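 also: exported cargo escapes ClpAP degradation while cytoplasmic cargo is degraded and loses fluorescence; 0% = median of neutral control wells and 100% = median of NaSCN control wells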
PvdQ inh: P. aeruginosa PvdQ acylase inhibition; purified PvdQ acylase, fluorescence plate reader; inhibition, % at 10 µM; 0.063% of 340,000 active; AID 488965; in the data active = inhibition above about 30%, passing the limit was not always enough; inconclusive = no clear call, values can overlap the other calls;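 also: 0% = vehicle neutral wells and 100% = reference inhibitor wells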
CAL PDZ FP: inhibitors of human CAL PDZ peptide binding; purified CAL PDZ, TMR-peptide fluorescence polarization, 1 h; inhibition, % at 20 µM; 0.02% of 330,000 active; AID 504414;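 active = highest replicate inhibition of at least 40%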;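 also: plate controls were DMSO neutral control wells for no effect and unlabeled competitor peptide control wells for full effect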
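System: purified tagged CAL PDZ domain construct (CerCALP). Schedule: 1 h incubation at room temperature before polarization reading. Medium: 25 mM sodium phosphate pH 7.4, 150 mM NaCl, TCEP, IgG, Thesit. Read-out: percent inhibition from loss of millipolarization. Measured by: FP readout, S and P plane fluorescence. Probe or stimulus: fluorescent TMR peptide probe.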
* marks the source's active call; other numbers are inactive results; ? = inconclusive; . = no result given.

SMILES	AddAB inh	Wnt act	DAGLB inh	phage Ecoli inh	E coli growth	Rtt109 HAT inh	PfHsp90 yeast 2	Tat transport	PvdQ inh	CAL PDZ FP
CC(=O)c1c(C)[nH]c(C(=O)Nc2cccc(C(F)(F)F)c2)c1C	8.0	7	-1	7.1	5.9	-7	3	-18	4	-4.3
O=C1OCc2ccc(NS(=O)(=O)c3ccc(C(F)(F)F)cc3)cc21	-0.8	0	.	1.5	-0.3	14	-2	-9	10	-0.6
COc1cc(OC)c(C(=O)OCC(=O)NCCc2ccccc2)cc1OC	2.2	-2	0	3.6	-2.2	1	30	-9	-4	-0.1
O=C(NCc1ccncc1)c1ccc(Br)o1	-1.0	-7	0	0.3	0.2	9	-1	-3	8	.
Cc1nn(CC(=O)N2CCc3ccccc3C2)c(C)c1Cl	2.7	1	2	0.7	-1.3	-3	9	18	-2	-0.5
O=C(O)C1=C[C@H](c2ccc(Br)cc2)C[C@H](OCCCCO)O1	3.4	1	-3	1.8	-0.3	3	-4	-11	4	0.9
CN(C)Cc1nc2ccccc2c(=O)n1Cc1nc(C(C)(C)C)cs1	-0.5	.	-4	-2.2	-5.0	-6	18	0	-5	-2.4
CCOc1ccc(C(C(=O)NC2CCCCC2)N(C(=O)Cc2cccs2)c2ccc(-n3cnnn3)c(OC)c2)cc1 (stereo unspecified)	1.7	.	-5	2.7	1.7	-7	-1	4	1	-0.6
COc1ccc([N+](=O)[O-])cc1NC(=O)/C=C/C(=O)O	1.9	0	2	3.5	-0.1	-2	13	-2	9	0.0
COc1ccc(O)c(/C=N/c2sc(C)c(C)c2C#N)c1	-0.8	2	0	1.9	-2.5	-8	.	-7	-7	.
CC(C)CNC(=O)CCCc1c[nH]c2ccccc12	0.8	-7	0	2.2	2.1	-8	31	3	-2	-1.6
COc1cc2oc(=O)cc(-c3cccc(-c4ccc(C(F)(F)F)cc4)c3)c2c(OC)c1OC	-0.6	1	-3	1.5	-0.7	5	-4	-3	-9	-0.2
COc1ccc(N2CCN(C(=O)c3cccs3)CC2)cc1	3.4	2	1	0.8	0.7	1	-5	7	-5	-1.6
COc1ccc(CNC(=O)C2CCCN(S(=O)(=O)c3cnc[nH]3)C2)cc1 (stereo unspecified)	3.4	-1	-1	2.6	-2.1	15	0	-11	0	-1.2
Cn1nc(C(F)(F)F)c(C(=O)Nc2ccc(F)cc2F)c1Sc1cccc(C(F)(F)F)c1	3.4	-10	-16	2.5	2.9	-6	-1	6	-5	-0.8
C/C(=N\NC(=O)c1nn(C)c(C)c1Br)c1ccc(NC(=O)c2ccc(C)s2)cc1	1.9	27	2	2.2	0.3	-3	23	-4	-7	0.2
Cc1ccnc(NC(=O)c2sc3ccccc3c2Cl)c1	3.5	.	-2	2.8	-2.1	3	-14	-2	5	-1.3
CC(C)NC(=O)Nc1ccc2c(c1)C(=O)N([C@H](C)CO)C[C@H](C)[C@@H](CN(C)S(C)(=O)=O)O2	0.9	0	0	1.2	2.1	-17	17	-12	-8	0.1
O=C(Nc1ccc(O)c2c(=O)cc(-c3ccccc3Cl)oc12)c1ccc(Cl)cc1Cl	0.8	-1	-3	2.5	-2.7	5	7	-1	-10	-0.4
Cc1cc(C)c2cc(C#N)c(NCCCNC(=O)CCC(=O)O)nc2c1	0.5	-5	1	-1.2	-0.2	-29	.	-4	2	-0.2
O=[N+]([O-])c1cc(S(=O)(=O)O)cc([N+](=O)[O-])c1NN(c1ccccc1)c1ccccc1	-0.1	1	21	2.3	1.2	4	-28	1	-9	0.5
CC(=O)N(Cc1ccccc1)c1nc(-c2ccccc2)cs1	-2.4	-1	-7	2.5	2.8	-2	13	4	4	-0.4
CC(=O)c1cccc(NC(=O)C(C)N(C)CC(=O)Nc2ccc(Cl)cc2)c1 (stereo unspecified)	3.0	0	-3	3.5	1.6	2	29	-5	-10	-2.1
CN(CC(=O)N1CCN(c2ccccc2)CC1)S(=O)(=O)c1cnc[nH]1	3.0	.	1	5.0	-1.5	4	-9	-2	8	0.2
CCN(CC)C(=O)CSc1nc2ccsc2c(=O)n1CCCC(=O)NCCc1ccc(S(N)(=O)=O)cc1	2.5	2	-2	0.2	1.4	-7	-6	3	-8	-2.9
COc1ccc(S(=O)(=O)N2CCOCC2)cc1NC(=O)CCNC(=O)c1ccc([N+](=O)[O-])cc1	-0.1	-1	0	5.5	1.2	4	21	-1	-3	0.3
Cn1c(=O)c2[nH]c(C(O)c3ccc(Cl)cc3)nc2n(C)c1=O (stereo unspecified)	.	-5	-4	-0.2	.	9	-7	-3	4	-0.9
COc1cc(NS(=O)(=O)c2ccc(NS(=O)(=O)c3ccc(C)cc3)cc2)nc(OC)n1	-0.2	1	5	2.5	-2.9	2	12	-2	-6	-0.5
Cc1ccn2cc(-c3cccc(S(=O)(=O)N4CC(C)OC(C)C4)c3)nc2c1 (stereo unspecified)	1.5	0	-2	1.7	-1.3	7	-25	5	-19	-2.2
O=C(NCCCn1ccnc1)c1c(F)cccc1F	0.9	-2	-1	2.4	3.3	1	9	5	-2	-2.1
CCc1ccc(Cn2nnc(C(=O)Nc3ccc(OC)cc3OC)c2N)cc1	0.6	3	-3	2.7	-0.9	12	-8	-1	11	0.4
O=C(O)C[C@H]1c2ccccc2S(=O)(=O)N1C1CCCC1	2.1	-2	-2	2.7	-1.4	12	.	6	1	-0.2
O=C(C1=C[C@H](c2csc3ccccc23)C[C@H](OCCCCO)O1)N1CCOCC1	4.7	-2	-1	2.5	1.5	-4	5	0	-1	-0.7
C=CCOc1ccc(CNn2cn[nH]c2=S)cc1OCC	-1.2	.	-2	2.7	-1.5	-7	-10	-1	-10	-1.4
COc1cc(NC(=O)c2noc(C)c2[N+](=O)[O-])c(OC)cc1Cl	4.2	0	0	-1.7	0.2	3	-7	-5	-14	-1.7
COC(=O)CCC(C)C1CCC2C3CCC4CC(O)CCC4(C)C3CC(O)C12C (stereo unspecified)	.	0	-1	2.9	.	20	-54	42	-11	-0.6
O=C(COC(=O)c1c2c(nc3ccccc13)CCCCC2)NCc1ccc2c(c1)OCO2	-2.1	0	-12	2.1	0.4	8	-3	0	8	-1.2
Cc1ccc(SCC(=O)Nc2ccc(-c3nnc(-c4ccco4)o3)cc2)cc1	1.4	.	-4	3.3	2.1	-4	8	-9	-5	0.0
Cc1ccc(Oc2ncnc(N)c2[N+](=O)[O-])cc1C	1.8	-1	-1	-1.9	1.7	0	22	5	-9	-3.3
CN(/N=C/c1ccccc1)C(=S)c1ccccc1	2.4	-2	-2	3.1	0.8	6	-15	-4	-3	-0.6
CCOC(=O)c1ccc(-c2cccc(C(F)(F)F)c2)nc1C	-0.2	-2	-10	2.3	-0.6	3	.	2	-11	-1.1
CCOc1c(Br)cc(/C=N\NC(=O)c2ccccc2)cc1OC	-2.7	21	-4	5.6	2.3	16	5	-1	-6	-4.5
Cc1ccc(NCc2n[nH]c(=S)n2Cc2ccccc2)cc1Cl	.	1	10	2.4	.	-3	-31	1	-8	-2.9
O=C(c1ccc([N+](=O)[O-])o1)N1CCN(Cc2ccccc2)CC1	5.0	-1	-1	2.8	4.5	-4	-12	10	-5	-4.4
CC(=O)NCCNc1ccc([N+](=O)[O-])cc1C#N	3.8	-1	-2	0.9	-0.1	-2	.	-14	-3	-1.8
CC(CCc1ccccc1)NC(=O)COC(=O)C1=COCCO1 (stereo unspecified)	3.2	.	-1	1.2	1.9	-6	21	-4	-11	-1.1
CC(=O)N1CCCN(C(=O)c2cc(COc3c(F)cccc3F)on2)CC1	-3.4	1	2	1.6	-1.5	-1	1	11	-21	-2.6
O=C(NCC1CCOCC1)c1ccc2nc(Cc3cccc(Cl)c3)oc2c1	2.6	0	0	3.4	1.9	-5	-2	3	-9	-1.6
CCOC(=O)c1ccccc1NC(=O)Cn1cnc2c(cnn2C(C)(C)C)c1=O	1.8	.	-2	3.0	1.8	-2	-10	-5	-6	.
COC(=O)C1=C(CS(=O)(=O)c2ccc(C)cc2)NC(=O)NC1c1ccc(OC)c(OC)c1 (stereo unspecified)	3.4	1	2	2.5	-0.5	8	-6	-10	-2	-1.3
CCOC(=O)c1c(NC(=O)c2noc(C)c2[N+](=O)[O-])sc(C(C)=O)c1C	0.0	-2	1	2.3	-1.5	14	-15	-6	5	-2.8
Cc1nn(C)c(C(=O)NNC(=S)NCc2ccco2)c1Br	-0.8	3	-1	1.8	1.4	.	-4	-10	10	-0.6
COc1ccc(OCC(=O)N/N=C/C2CC=CCC2)cc1 (stereo unspecified)	-1.7	0	-3	0.9	-1.3	35	-4	-6	4	-0.5
CCn1nnc(-c2ccc(N)cc2)n1	-1.0	.	0	3.1	0.5	.	-40	0	-5	1.3
C=CCO/N=C(/C)c1ccc(Oc2cnccn2)cc1	0.7	13	-4	4.0	2.3	-1	2	2	-9	-2.2
CCCCOCC1CN(c2ccccc2)C(=O)CS1 (stereo unspecified)	1.7	.	-1	0.2	-1.4	6	-10	?	-7	0.1
COc1ccnc(CSC(N)=Nc2ccc(F)cc2)c1	-1.5	.	0	-1.1	1.3	-16	-4	0	-5	-2.0
COc1ccccc1OCCC(=O)OCCN1C(=O)c2ccccc2C1=O	1.2	-5	-4	1.4	1.2	-2	7	6	-17	.
O=C1NC(c2ccc(-c3ccccc3[N+](=O)[O-])o2)C(C(=O)c2ccc(Cl)cc2)C(O)(C(F)(F)F)N1 (stereo unspecified)	3.1	-1	4	1.1	-5.5	11	-18	2	-7	-2.7
COc1ccc(C(=O)C2CCCN(C(=O)c3cccc(N(C)C)c3)C2)cc1OC (stereo unspecified)	-0.3	-2	2	2.2	-1.4	-10	-17	1	-4	-2.3
Going on with the list:
SMILES	AddAB inh	Wnt act	DAGLB inh	phage Ecoli inh	E coli growth	Rtt109 HAT inh	PfHsp90 yeast 2	Tat transport	PvdQ inh	CAL PDZ FP
C=Cn1c(C(=O)O)ccc1-c1ccc(CC)cc1	-0.1	-1	2	1.9	0.9	-7	-94	-3	-7	-2.0
CC(=O)c1ccc(NC(=O)C2C3CCC(C3)C2C(=O)O)cc1 (stereo unspecified)	1.0	1	0	0.9	2.8	-3	-31	-5	-15	15
O=c1c2c([nH]c3ccccc13)CCCC2	4.9	.	-2	1.8	1.2	6	1	-4	-13	-0.9
Cc1c(N2C(=O)CSC2c2ccccc2)c(=O)n(-c2ccccc2)n1C (stereo unspecified)	3.6	0	-2	3.4	0.6	-5	11	-1	-21	-0.4
O=C(CSc1nc2ccc(Cl)cc2[nH]1)c1c[nH]c2ccccc12	-0.8	1	-2	2.4	0.5	-7	-64	-8	-15	-3.7
CCCCCCc1cc2cc(S(=O)(=O)c3ccc(F)c(Cl)c3)c(=O)oc2cc1O	0.8	-5	-2	2.9	1.0	2	19	5	-1	-1.2

Compound profiles, as listed above.
Record of `O=c1c2c([nH]c3ccccc13)CCCC2` : AddAB inh: 4.9; Wnt act: .; DAGLB inh: -2; phage Ecoli inh: 1.8; E coli growth: 1.2; Rtt109 HAT inh: 6; PfHsp90 yeast 2: 1; Tat transport: -4; PvdQ inh: -13; CAL PDZ FP: -0.9
Record of `O=C(CSc1nc2ccc(Cl)cc2[nH]1)c1c[nH]c2ccccc12` : AddAB inh: -0.8; Wnt act: 1; DAGLB inh: -2; phage Ecoli inh: 2.4; E coli growth: 0.5; Rtt109 HAT inh: -7; PfHsp90 yeast 2: -64; Tat transport: -8; PvdQ inh: -15; CAL PDZ FP: -3.7

Compound activity deposited in PubChem by several laboratories.

Compounds were not picked by outcome; about 1.9% have a hit in one of these screens.
